# PLC-gamma1 inh: PLC-gamma1 (human) inhibition, primary screen | P19174 | purified PLC-gamma1, fluorogenic substrate, fluorescence | inhibition, % at 12.2 µM | 370,000 tested, 0.84% active | AID 720700; in the data active means inhibition above about 9.5%
# GAA850 FXN act: increases GAA850 frataxin promoter reporter activity. activation, % at 6 µM. 360,000 tested, 0.56% active. HEK293 lucGAA850 FXN promoter luciferase reporter, 24 h; percent of 10 µM SAHA response;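 active means activation above the average of all compounds screened plus 3 SD, cutoff fixed separately per campaign, cut at about 7.5% in these data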;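 further: 0% = DMSO wells and 100% = 10 µM SAHA wells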
# ADAM10 inh: ADAM10 inhibition, QFRET primary screen. O14672. recombinant ADAM10, EDANS/DABCYL FRET peptide cleavage, 3 h. inhibition, % at 7 µM. 370,000 tested, 0.62% active. AID 720582;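 active means inhibition above a per-campaign cutoff equal to the mean of compounds falling between control-based bounds plus 3 SD, cut at about 20% in these data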;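 further: 0% = DMSO wells while the 100% control is not disclosed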
# Target sequence (O14672 214-748 limits assumed): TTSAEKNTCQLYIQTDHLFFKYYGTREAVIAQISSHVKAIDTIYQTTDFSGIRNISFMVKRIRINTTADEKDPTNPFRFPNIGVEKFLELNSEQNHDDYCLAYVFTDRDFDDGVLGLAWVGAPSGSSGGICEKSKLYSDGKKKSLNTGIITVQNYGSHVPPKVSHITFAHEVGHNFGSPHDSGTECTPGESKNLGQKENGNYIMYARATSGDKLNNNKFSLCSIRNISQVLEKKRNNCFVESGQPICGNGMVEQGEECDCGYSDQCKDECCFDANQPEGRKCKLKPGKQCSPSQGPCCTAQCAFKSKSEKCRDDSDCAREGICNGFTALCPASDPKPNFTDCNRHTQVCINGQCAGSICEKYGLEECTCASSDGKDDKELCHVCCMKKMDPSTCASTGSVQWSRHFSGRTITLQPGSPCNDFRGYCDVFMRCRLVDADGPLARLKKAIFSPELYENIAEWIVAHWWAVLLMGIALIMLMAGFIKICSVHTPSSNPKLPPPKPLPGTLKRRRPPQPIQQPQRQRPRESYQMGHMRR
# DAX1 inh-1: inhibits human nuclear receptor DAX1. AID 504766. P51843. HEK293 Gal4-DAX1 luciferase reporter, luminescence. 340,000 tested, 0.99% active. inhibition, % at 6.75 µM;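 active means inhibition above the mean over all tested compounds plus 3 SD, cut at about 4.2% in these data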;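 further: 0% = DAX1-transfected cells with DMSO and 100% = empty-vector control cells with DMSO; inhibition shows as a rise in luminescence from relieved DAX1 repression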
# DAX1 inh-2: blocks DAX1 repression of SF-1 activated StAR promoter | HEK293T StAR-luciferase reporter, SF-1/DAX-1 repression relief | inhibition, % at 6.8 µM | 370,000 tested, 1.1% active | AID 652010;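 active means inhibition above the mean over all tested compounds plus 3 SD, cut at about 3.6% in these data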;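 further: 0% = DAX-1 cells with DMSO and 100% = cells lacking DAX-1 with DMSO; higher inhibition means more luminescence from relief of DAX-1 repression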
# hgDAF12 agonist: activates the H. glycines DAF-12 receptor ligand-binding domain. 370,000 tested, 1.8% active. HEK293 GAL4-hgDAF12 UAS-luciferase reporter, agonist luminescence; normalized to butyrate control. activation, % at 6.8 µM. AID 687014;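 active means activation above a cutoff set at the mean of all screened compounds plus 3 SD, cut at about 10% in these data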;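 further: 0% = DMSO wells and 100% = sodium butyrate wells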
# PLC-beta3 inh: blocks human PLC-beta3 enzyme activity; Q01970; 370,000 tested, 0.18% active; inhibition, % at 12.2 µM; Purified PLC-beta3, fluorogenic substrate, fluorescence; in the data active means inhibition above about 11%;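 further: 0% = median of compound wells on plate and 100% = full blocker control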
# ADAM17 inh: inhibits human ADAM17; recombinant ADAM17, EDANS/DABCYL FRET peptide cleavage; P78536; 370,000 tested, 0.83% active; inhibition, % at 6.95 µM;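 active means inhibition above the mean of compounds lying between control limits plus 3 SD, set per campaign, cut at about 8.5% in these data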;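 further: 0% = DMSO-only wells as the low control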
# HGIII-sPLA2 inh: Inhibits HGIII-sPLA2 liposome hydrolysis, primary screen | Q9NZ20 | QFRET BODIPY PC-A2 liposome hydrolysis, fluorescence | inhibition, % at 12.2 µM | 370,000 tested, 0.56% active;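 active means inhibition above mean plus 3 SD of compounds lying within the high and low control bounds, cut at about 19% in these data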;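 further: 0% = median of test compound wells and 100% = no enzyme DMSO wells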
# hcDAF-12 act: activators of H. contortus DAF-12 nuclear receptor | activation, % at 6.8 µM | HEK293 hcDAF-12 lit1-tk-luc reporter, luminescence; 0% DMSO, 100% Δ7-dafachronic acid | AID 652067 | 370,000 tested, 1.4% active;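 active means activation above the mean of all tested compounds plus 3 SD, cut at about 5.5% in these data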;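 further: 100% = response to 3 µM Δ7-dafachronic acid high control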
# ssDAF12 agonist: activators of S. stercoralis DAF-12 nuclear receptor; activation, % at 6.8 µM; AID 652126; HEK293 ssDAF-12/GRIP1 lit1-tk-luc reporter, luminescence; % of 3 µM dafachronic acid response; 370,000 tested, 1% active;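 active means activation above the mean over all tested compounds plus 3 SD, cut at about 0.9% in these data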;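 further: 0% = DMSO-only wells and 100% = 3 µM delta7-dafachronic acid wells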
# The depositor's hits bear a star. Compounds were not picked by outcome. Share with any hit: about 6.9%.
# Sample of the layout, 2 compounds:
SMILES,PLC-gamma1 inh,GAA850 FXN act,ADAM10 inh,DAX1 inh-1,DAX1 inh-2,hgDAF12 agonist,PLC-beta3 inh,ADAM17 inh,HGIII-sPLA2 inh,hcDAF-12 act,ssDAF12 agonist
C=CCn1c(COc2ccccc2OC)nc2ccccc21,3,-0.3,4,-1.0,0.9,1.8,1,3,0,-1.3,-0.7
Cc1ccc(C)c(S(=O)(=O)N/N=C2/CCCc3ccccc32)c1,-1,2.2,0,-0.1,-0.3,1.3,-2,-5,2,2.3,-0.5

# Main list (from the top)
SMILES,PLC-gamma1 inh,GAA850 FXN act,ADAM10 inh,DAX1 inh-1,DAX1 inh-2,hgDAF12 agonist,PLC-beta3 inh,ADAM17 inh,HGIII-sPLA2 inh,hcDAF-12 act,ssDAF12 agonist
C=CCn1c(COc2ccccc2OC)nc2ccccc21,3,-0.3,4,-1.0,0.9,1.8,1,3,0,-1.3,-0.7
Cc1ccc(C)c(S(=O)(=O)N/N=C2/CCCc3ccccc32)c1,-1,2.2,0,-0.1,-0.3,1.3,-2,-5,2,2.3,-0.5
O=C(OC1CCCCC1=O)c1cccc(S(=O)(=O)N2CCOCC2)c1 (stereo not given),3,1.3,-3,1.1,2.5,-0.3,-6,-1,-1,-1.6,-1.0
CC(=O)NCCOC(=O)Nc1ccncc1,3,-2.1,4,0.4,-0.8,0.4,3,-4,5,-2.2,-1.1
COC(=O)Cn1cnc2c(C#N)c3n(c2c1=O)CCCCC3,-1,1.7,3,0.9,-0.6,2.4,1,-6,5,-0.2,-1.2
Cc1sc2nc(COC(=O)c3ccc(Cl)c(N)c3)[nH]c(=O)c2c1C,-19,1.2,-15,1.3,-0.2,-0.7,-30,-6,-27,-1.6,-1.9
Cc1cccc(NC(=S)N2CCC(c3nc4ccccc4o3)CC2)c1C,5,-0.8,8,1.7,0.5,-0.6,5,9,10,-1.3,-2.0
CCOC(=O)c1sc(NC(=O)CSc2nccc(C)n2)nc1C,0,-1.7,6,-0.5,0.1,-0.8,0,-2,7,-1.1,-2.1
O=C(O)C1CCN(C(=O)c2ccc(S(=O)(=O)N3CCCCCC3)cc2)CC1,-1,1.7,-8,0.0,-0.7,-0.5,-3,-4,9,-0.3,-1.8
O=C(Nc1ccccc1N1CCOCC1)c1cc(-c2ccncc2)nc2ccccc12,-1,-7.4,-5,-1.8,-2.9,-6.9,-7,-3,-11,-3.4,-2.4
COC(=O)c1ccc(OC(=O)c2ccc(OC)c(OC)c2)c(OC)c1,3,1.5,0,0.0,0.1,6.8,0,1,-7,0.3,-1.0
CNC(=O)c1ccsc1NC(=O)CCS(=O)(=O)c1ccccc1,2,0.4,-4,-1.6,-0.4,-0.1,-3,1,-1,-1.1,-1.6
Cc1cccc(N2CCN(C(=O)Cc3ccccc3[N+](=O)[O-])CC2)c1C,-3,2.6,-2,1.7,0.6,4.4,-10,0,13,1.0,0.3
O=C(COC(=O)/C=C/c1nc2ccccc2s1)Nc1cccc(Cl)c1Cl,-1,0.9,5,-1.2,0.2,0.4,4,1,8,1.5,-1.1
CC(=O)c1c(C)[nH]c(C(=O)Nc2cc(C)ccc2C)c1C,-2,0.3,-12,1.0,-0.5,2.2,-4,-1,1,0.4,0.0
Cc1cc(OCC(=O)OCC(=O)N2CCCc3ccccc32)ccc1Cl,-1,1.6,8,-0.2,-0.7,0.3,-3,2,-6,-0.5,-0.7
Cc1c(OCC(F)(F)F)ccnc1CS(=O)c1nc2ccccc2[nH]1 (stereo not given),-84,2.5,-113,0.6,0.8,7.8,-121,-29,-1,3.8,-0.5
Cc1ccc(NC(=O)C(CC(C)C)NC(N)=O)cc1Cl (stereo not given),1,0.3,-2,0.7,-0.1,-2.6,3,-1,1,-2.9,-0.8
O=C(Nc1ccc2c(c1)OCO2)C1CCN(C(=O)CSc2ncnc3ccccc23)CC1,-4,-2.8,-400,-0.8,-0.7,1.0,-9,-4,-6,1.6,-0.9
c1ccc2oc(CCc3nc4ccccc4o3)nc2c1,4,0.4,-8,0.6,0.9,2.5,4,-4,4,-1.4,-0.9
COC(=O)[C@@H]1C[C@@]2(O)[C@H](O)[C@H](O)[C@H](O)C[C@H]2N1Cc1ccc(-c2ccccc2)cc1,1,-0.8,6,-0.7,-0.5,0.8,-1,-1,-2,-0.1,-0.7

# An excerpt of these results, as labelled records:
Cc1ccc(NC(=O)C(CC(C)C)NC(N)=O)cc1Cl (stereo not given)
  PLC-gamma1 inh: 1
  GAA850 FXN act: 0.3
  ADAM10 inh: -2
  DAX1 inh-1: 0.7
  DAX1 inh-2: -0.1
  hgDAF12 agonist: -2.6
  PLC-beta3 inh: 3
  ADAM17 inh: -1
  HGIII-sPLA2 inh: 1
  hcDAF-12 act: -2.9
  ssDAF12 agonist: -0.8
O=C(Nc1ccc2c(c1)OCO2)C1CCN(C(=O)CSc2ncnc3ccccc23)CC1
  PLC-gamma1 inh: -4
  GAA850 FXN act: -2.8
  ADAM10 inh: -400
  DAX1 inh-1: -0.8
  DAX1 inh-2: -0.7
  hgDAF12 agonist: 1.0
  PLC-beta3 inh: -9
  ADAM17 inh: -4
  HGIII-sPLA2 inh: -6
  hcDAF-12 act: 1.6
  ssDAF12 agonist: -0.9
c1ccc2oc(CCc3nc4ccccc4o3)nc2c1
  PLC-gamma1 inh: 4
  GAA850 FXN act: 0.4
  ADAM10 inh: -8
  DAX1 inh-1: 0.6
  DAX1 inh-2: 0.9
  hgDAF12 agonist: 2.5
  PLC-beta3 inh: 4
  ADAM17 inh: -4
  HGIII-sPLA2 inh: 4
  hcDAF-12 act: -1.4
  ssDAF12 agonist: -0.9
COC(=O)[C@@H]1C[C@@]2(O)[C@H](O)[C@H](O)[C@H](O)C[C@H]2N1Cc1ccc(-c2ccccc2)cc1
  PLC-gamma1 inh: 1
  GAA850 FXN act: -0.8
  ADAM10 inh: 6
  DAX1 inh-1: -0.7
  DAX1 inh-2: -0.5
  hgDAF12 agonist: 0.8
  PLC-beta3 inh: -1
  ADAM17 inh: -1
  HGIII-sPLA2 inh: -2
  hcDAF-12 act: -0.1
  ssDAF12 agonist: -0.7

# High-throughput results: PubChem, The Scripps Research Institute Molecular Screening Center
